FEN1 inhibitor = blocks human flap endonuclease 1. Recombinant FEN1 flap cleavage, fluorescence, 15 min. Potency, µM (highest dose often 114 µM), for inactives: at the top dose activity change, negative = inhibition, actives largely listed as inhibitors. actives 0.35% (n = 390,000). P39748. AID 588795; further: nearly all actives have a fitted effect of over 65% in size
Target sequence (P39748 whole entry, looked up): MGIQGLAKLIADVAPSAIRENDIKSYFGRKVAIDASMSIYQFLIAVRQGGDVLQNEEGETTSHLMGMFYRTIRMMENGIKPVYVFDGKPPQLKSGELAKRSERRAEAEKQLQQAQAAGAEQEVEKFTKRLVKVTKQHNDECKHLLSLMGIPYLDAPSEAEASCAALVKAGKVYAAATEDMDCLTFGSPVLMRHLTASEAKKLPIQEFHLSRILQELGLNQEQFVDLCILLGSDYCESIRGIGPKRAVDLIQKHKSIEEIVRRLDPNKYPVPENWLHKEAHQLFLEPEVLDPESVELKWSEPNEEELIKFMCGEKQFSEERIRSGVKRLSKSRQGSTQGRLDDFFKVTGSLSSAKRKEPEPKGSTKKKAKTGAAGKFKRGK
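With each library titrated from low to high concentration, compounds met 10 nM FEN1 for 15 min at room temperature before 50 nM substrate was added; readings at 0 and 15 min fed four-parameter Hill curve fits.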
N370S GC mod = inhibitors or activators of N370S glucocerebrosidase for Gaucher disease; actives 0.092% (n = 330,000); Potency, µM (series often up to 59.4 µM), for inactives: at the top dose activity change, negative = inhibition, most hits filed as inhibitors; N370S GC spleen homogenate, 4MU-glucoside fluorescence; AID 2101; P04062;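 further: 0% = full enzyme activity and -100% = no enzyme basal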
TDP1 cell CPT = growth inhibition of DT40 Tdp1-/-;hTDP1 cells with camptothecin (screen for TDP1 inhibitors); chicken DT40 Tdp1-/-;hTDP1 cells + 20 nM CPT, ATP luminescence, 48 h; Potency, µM (titrated, usually from 46.2 µM), inactives show top-dose activity change, negative = growth inhibition, actives largely listed as inhibitors; actives 12% (n = 420,000); AID 686979; further: nearly all actives have a fitted effect of over 55% in size
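Chicken DT40 Tdp1-/- cells complemented with human TDP1, 400 cells/well, exposed to compounds plus 20 nM camptothecin for at least 48 h at 37 C; viability read as ATP content by CellTiter-Glo luminescence.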
Numbers without * were called inactive; u = inconclusive; x = not tested or not shown; & = joins results of further samples; [ ] = dose if it differs, or a comment. The call rests on the fitted dose curve; in most records, active means well fitted curve in the direction sought with a large enough effect; inconclusive means small, poorly fitted or top-dose-only effect, or another doubt; inactive means no such curve, though single readings can be large; an effect the other way counts as inactive or inconclusive. Unless noted, on the % scale 0 is the no-effect control and ±100 the full control effect; potency means the concentration at half of the fitted maximal effect. The list is partial, so the mix of outcomes need not match the whole.

1. O=S(=O)(O)c1cc(Cl)cc(N=Nc2ccc(O)cc2O)c1O
2. CCC(C)NC(=O)C(=O)NCC1CCCN1CC (configuration not stated)
3. O=[N+]([O-])c1cccc(-c2c(-c3ccccc3)ncc3ccc(F)cc23)c1
4. Brc1csc(CN2CCc3nc(Nc4ccccc4)ncc3C2)c1
5. CCOC(=O)C1CCCCN1S(=O)(=O)c1cc2c(cc1C)NC(=O)CO2 (configuration not stated)
6. CCN(CC)S(=O)(=O)c1ccc(Cl)c(NC(=O)COC(=O)c2ccc(O)cc2)c1
7. Cn1cc([N+](=O)[O-])c(C(=O)NCc2ccccc2)n1
8. Cc1[nH]nc2c1/C(=N\O)CC(C)(C)C2
assay / entry,1,2,3,4,5,6,7,8
FEN1 inhibitor,56.2µM*,-2.8%,-14.4%,0.1%,-3.7%,-1.6%,39.3%[activator],2.4%
N370S GC mod,x,6.1%,x,x,-8.9%,-5.9%,-25.1%,-3.1%
TDP1 cell CPT,-11.3%,-11.2%,9.2µM*,20.6µM*,u,u,-5.9%,-18.9%

2 compounds drawn at random from the list so far, as already listed:
2. CCC(C)NC(=O)C(=O)NCC1CCCN1CC (configuration not stated)
3. O=[N+]([O-])c1cccc(-c2c(-c3ccccc3)ncc3ccc(F)cc23)c1
assay / entry,2,3
FEN1 inhibitor,-2.8%,-14.4%
N370S GC mod,6.1%,x
TDP1 cell CPT,-11.2%,9.2µM*

Remaining list, next part.
9. N#C/C(=C\c1ccc(O)c(O)c1)C(=O)Nc1cccc2ncccc12
10. Cc1ccc(CN2CCN(C3CCN(C(=O)c4ccc(C)cc4)CC3)C(=O)C2=O)cc1
11. O=C(NCCNC(=O)c1ccc(F)cc1)c1ccc(F)cc1
12. Cc1ccccc1-n1c(SCC(=O)N(C)C2CCS(=O)(=O)C2)nnc1-c1ccncc1 (configuration not stated)
13. CCN=C1SC(C(=O)Nc2cccc(Br)c2)CC(=O)N1CC (configuration not stated)
14. Nc1nc(=S)[nH]c2n[nH]nc12
15. CCCCC(=O)N(c1ccc(C(=O)O)cc1)c1nc(-c2ccc(Cl)cc2)c(CC)s1
16. O=C1Nc2ccccc2N(O)N1c1cc(-c2cccc(Cl)c2)no1
assay / entry,9,10,11,12,13,14,15,16
FEN1 inhibitor,44.7µM*,0.8%,-0.6%,-0.4%,-2.0%,-22.9%,18.0%,-11.1%
N370S GC mod,-1.1%,x,x,0.6%,-3.5%,x,-17.9%,13.3%
TDP1 cell CPT,u,11.2%,1.5%,1.0%,u,4.47µM*,u,22.0%

17. COc1ccc(CCNC(=O)c2cn(C)c3ccc(S(=O)(=O)N4CCOCC4)cc3c2=O)cc1OC
18. COc1ccc(CN2C(=O)c3ccccc3C(/C=N/OCc3ccc(Cl)cc3)C2=O)cc1 (configuration not stated)
19. Cc1cccc(NC(=O)c2cc([N+](=O)[O-])ccc2Cl)c1O
20. Nc1ncnc2c1ncn2[C@@H]1O[C@H](CNCc2c(OCc3ccccc3F)ccc3ccccc23)[C@@H](O)[C@H]1O
21. COc1ccc2c(c1)cc1c(=O)n(CC(=O)NC3CCCCC3)nc(C)n12
22. Nc1nnc(-c2ccncc2)s1
23. COc1ccc(/C=C/C(=O)NCC(=O)N=Nc2c(O)[nH]c3ccc([N+](=O)[O-])cc23)cc1
24. CCOc1ccc(NC(=O)C(CC(=O)O)Cc2ccccc2)cc1 (configuration not stated)
assay / entry,17,18,19,20,21,22,23,24
FEN1 inhibitor,-23.5%&-15.7%,-11.7%,8.3%,-28.9%,-10.3%,-5.3%,u,8.2%
N370S GC mod,2.2%,17.7%,17.8%,x,x,1.2%,-10.5%,5.2%
TDP1 cell CPT,u,13µM*,u,u,7.6%,3.5%,-9.2%,2.3%

25. c1ccc(-c2cc3c(ccc4nonc43)nn2)cc1
26. O=C(CCN1C(=O)COc2ccccc21)NCCN1CCN(c2ccccc2F)CC1
27. Cc1ccc(C(=O)NC2CC(C)(C)NC(C)(C)C2)cc1C
28. Cc1ccc(OCc2nnc(SCC(=O)Nc3nccs3)n2-c2ccccc2)cc1C
29. O=C(Cn1ncc2c([nH]c3ccccc32)c1=O)Nc1cccnc1
30. c1ccc(CN2CCN(Cc3nnc(-c4ccccc4)o3)CC2)cc1
31. CCn1c(CCc2ccccc2)nc2ccccc21
32. Cc1ccc(S(=O)(=O)Nc2ccccc2)cc1C(=O)N1CCCC1
assay / entry,25,26,27,28,29,30,31,32
FEN1 inhibitor,-3.6%,-9.7%,-9.2%,3.8%,-3.8%,-10.1%,-2.1%,-2.0%
N370S GC mod,2.3%,-12.1%,0.8%,22.5%,3.6%,-15.5%,0.6%,2.6%
TDP1 cell CPT,u,-1.0%,-3.3%,u,-17.0%,4.5%,u,-4.1%

33. CCN(CC)c1ccc(/C=c2/sc3nnc(-c4ccccc4C)n3c2=O)cc1
34. Cc1cccc(CN2CCSCC2)c1
35. CCN1CCc2c(C#N)c(N3CCCCC3)nc(N3CCOCC3)c2C1
36. C=CCc1cccc(OC)c1OCCOCCn1ccnc1
37. COc1ccc(NC(=O)Nc2ccccc2C(N)=O)cc1
38. Cc1ccccc1C(=O)OC1CCN(C)CC1
39. COc1ccc(CNC(=O)C2CCC(=O)N(CCCN3CCCC3=O)C2)cc1 (configuration not stated)
40. Cc1cc(N2CCC(C(=O)Nc3ccc(F)cc3C)CC2)n2nc(C)c(-c3ccc(Cl)cc3)c2n1
assay / entry,33,34,35,36,37,38,39,40
FEN1 inhibitor,0.4%,0.5%,-1.5%,-0.6%,-10.5%,-3.1%,5.4%,-3.5%
N370S GC mod,-1.9%,-7.3%,-3.6%,-1.1%,1.0%,-0.8%,-0.5%,x
TDP1 cell CPT,u,29.4%,-12.5%,2.9%,-20.6%,1.5%,-17.9%,u

41. CCCCn1nc(C(=O)Nc2ccc(S(=O)(=O)Nc3ncccn3)cc2)c2ccccc2c1=O
42. O=C(NCc1ccccc1Cl)NC(=O)c1ccccc1
43. Cc1c(/C=C/C(=O)c2ccccc2O)cnn1C
44. O=C(O)CCCCCNC(=O)/C(=C\c1ccco1)NC(=O)c1ccco1
45. O=S(=O)(Nc1nc2ccccc2s1)c1cnc(Cl)c(Br)c1
46. C[C@H]1CN=C(Nc2ccccc2)N1CCC1CCCCC1
47. CCC(Sc1nc2cc(OC)c(OC)cc2c(=O)n1Cc1ccco1)C(=O)NCCOC (configuration not stated)
48. CCOC(=O)C1CCCN(Cc2ccc(OC)cc2OC)C1 (configuration not stated)
assay / entry,41,42,43,44,45,46,47,48
FEN1 inhibitor,-8.0%,-12.2%,-2.9%,18.1%,-1.0%,13.4%,-12.9%,-9.3%
N370S GC mod,-0.8%,8.8%,0.8%,-3.7%,-4.8%,-5.4%,17.6%,1.3%
TDP1 cell CPT,u,-14.0%,-26.4%,-2.4%,23.1µM*,18.4µM*,-24.3%,-24.6%

Part of the list above, with two lines to a compound:
Second line of a record: FEN1 inhibitor, N370S GC mod, TDP1 cell CPT
(42) O=C(NCc1ccccc1Cl)NC(=O)c1ccccc1
→ -12.2%, 8.8%, -14.0%
(43) Cc1c(/C=C/C(=O)c2ccccc2O)cnn1C
→ -2.9%, 0.8%, -26.4%
(44) O=C(O)CCCCCNC(=O)/C(=C\c1ccco1)NC(=O)c1ccco1
→ 18.1%, -3.7%, -2.4%
(45) O=S(=O)(Nc1nc2ccccc2s1)c1cnc(Cl)c(Br)c1
→ -1.0%, -4.8%, 23.1µM*

Next part
# | SMILES | FEN1 inhibitor | N370S GC mod | TDP1 cell CPT
49 | Cc1cccc(N2C(=O)SC(N(C)c3ccccc3)C2=O)c1 (configuration not stated) | -2.6% | -8.7% | -8.5%
50 | COc1ccc(C(=O)Nc2ccc3nc(SCC(=O)N4CCCc5ccccc54)sc3c2)cc1 | 17.5% | x | 9.2µM*
51 | CN(C)c1ccc(/C=C/c2ccnc3ccc(Br)cc23)cc1 | -26.3% | x | 5.62µM*
52 | O=C(O)c1nccnc1C(=O)Nc1ccccc1-c1ccccc1 | -6.1% | u | 7.7%
53 | COC(=O)C(C)Sc1ccc2nnc(-c3ccccc3)n2n1 (configuration not stated) | -13.9% | -0.6% | u
54 | COc1ccc(C(=O)NNC(=O)c2ccc(S(=O)(=O)N3CC(C)OC(C)C3)cc2)cc1 (configuration not stated) | 4.5% | 5.0% | -8.9%
55 | COc1ccc(OC)c(NC(=O)CSCC(=O)O)c1 | 5.3% | 1.3% | -9.1%
56 | COc1ccc(S(=O)(=O)N2CCCCCC2)cc1C(=O)N(C)Cc1ccccc1F | 4.8% | 1.6% | u
57 | O=C1c2ccccc2C(=O)N1CCCCN(C(=O)c1ccco1)c1ccc(Cl)cc1 | -4.7% | 5.7% | u
58 | O=C(NC1CCCCC1)C(c1ccccc1)N1CCc2ccccc21 (configuration not stated) | -12.7% | 21.0% | 25.9µM*
59 | CCCc1cc2c(-c3ccccc3)cc(=O)oc2cc1OCc1ccc(C(=O)O)o1 | -17.9% | 17.4% | 21.2%
60 | CN(CC(O)COc1ccc(OCC(O)CN(C)C2CCCCC2)cc1)C1CCCCC1 (configuration not stated) | 2.6% | -3.7% | u
61 | O=C(CC1CCCC1)N1CCN(S(=O)(=O)c2ccc(F)cc2)CC1 | -3.2% | x | -24.5%
62 | O=C(Cn1nc(N2CCN(c3ccccc3)CC2)ccc1=O)NCc1cccc(Cl)c1 | 14.4% | x | u
63 | CC(Oc1ccc2ccc(=O)oc2c1)C(=O)NC1CCN(Cc2ccccc2)CC1 (configuration not stated) | 18.2% | -7.1% | -3.5%
64 | O=C(NC1CCCC1)c1ccc(Br)c(S(=O)(=O)N2CCCCC2)c1 | -7.3% | -9.8% | -25.9%
65 | CCc1cccc(C)c1NC(=S)NCc1ccc2c(c1)cc(C)n2C | 2.0% | 10.8% | 20.6µM*
66 | Cc1c(Cl)cccc1NC(=O)CCNC(=O)N1CC(=O)Nc2ccccc21 | 18.4% | -2.5% | -22.3%
67 | CC(=O)NC1C(=O)N=C(SCC(=O)NC2CCCCC2)NC1=O (configuration not stated) | 3.5% | -12.2% | -5.4%
68 | COc1cccc(NC(=O)c2sc(-n3nc(C)c(Cc4ccccc4Cl)c3C)nc2C)c1 | 1.1% | x | -17.0%
69 | COC(=O)c1ccccc1NC(=O)c1cc([N+](=O)[O-])nn1Cc1ccccc1 | 1.4% | 5.3% | -24.2%
70 | Cc1cccc(OCC(=O)NC(=S)NNC(=O)c2ccncc2)c1 | -0.6% | -15.0% | u
71 | c1ccc2c(c1)-c1ccccc1C2N1CCOCC1 | 30.8%[activator] | x | -18.3%
72 | O=C1CC(N2CCN(c3ccccc3)CC2)C(=O)N1c1cccc(Br)c1 (configuration not stated) | -13.2% | 5.4% | -2.7%
73 | COc1ccc(Cl)c(Cn2c(NCCN)nc3c2c(=O)n(C)c(=O)n3C)c1 | -2.0% | x | u
74 | Oc1ccc(C=Nc2cccc3ccccc23)c(O)c1 | u | -9.7% | u
75 | CCOC(=O)CNC(=O)c1ccc2[nH]c3ccccc3c2c1 | -0.7% | -19.7% | u
76 | Cc1cccc(C)c1NC(=S)N(CCCN1CCCCC1)Cc1ccco1 | 0.4% | -8.7% | 0.4%
77 | COc1cc(/C=C(\C#N)c2ccccn2)ccc1OCC(=O)Nc1ccc(Br)cc1 | -1.2% | 29.2% | 0.4%
78 | Cc1ccc(Cl)cc1NC(=O)CN1CCN(S(=O)(=O)N2CCC(C)CC2)CC1 | 0.4% | -3.7% | u
79 | CC(=O)Nc1ccc(Nc2ncnc3c2c(-c2ccccc2)cn3-c2ccccc2)cc1 | -10.7% | x | 16.4µM*
80 | COc1ccccc1C(CC(=O)O)NS(=O)(=O)c1ccc2c(c1)N(C(C)=O)CC(C)O2 (configuration not stated) | -3.7% | 5.7% | 1.4%
81 | COc1cccc(Cn2c(=O)c(C)nc3cnc(N(C)C)nc32)c1 | x | 22.0% | 16.4µM*
82 | CCOc1ccc(OCCC(=O)NNC(=O)c2ccncc2)cc1 | -3.4% | x | 8.7%
83 | Cn1cccc1C(=O)N1CCC[C@@]2(CCN(c3ccccn3)C2)C1 | x | -3.7% | -26.1%
84 | O=C(COc1ccc2c(c1)oc(=O)c1ccccc12)NC(Cc1ccc(Cl)cc1)C(=O)O (configuration not stated) | -7.7% | -1.1% | -10.9%
85 | COc1ccc2c(c1)OC[C@H]1[C@H]2N2C(=O)c3cc(OC)ccc3NC(=O)[C@@]2(C)[C@H]1c1ccccc1 | -16.0% | -6.5% | u
86 | Cc1ccc(S(=O)(=O)c2cn(CC(=O)Nc3cccc(C)c3)c3cc4c(cc3c2=O)OCO4)cc1 | -1.9% | x | 3.3%
87 | COC(=O)C1=CN(C)C=C(C(=O)OC)C1c1ccc(O)c(OC)c1 | 12.3% | -22.4% | 2.8%
88 | Cc1ccc(/C=N/NC(=O)Cc2cccn2C)s1 | 1.6% | -20.3% | -14.8%
89 | O=C(NNC(=S)Nc1ccc(Br)cc1Cl)c1ccncc1 | -1.6% | -2.0% | 6.9%
90 | O=C1NCCCC1C(=O)Nc1cccc(C(F)(F)F)c1 (configuration not stated) | -1.9% | -4.5% | 0.7%
91 | O=C(Nc1nc(-c2ccccc2Cl)cs1)c1cccnc1 | -4.8% | -5.6% | u
92 | CN(CC(=O)Nc1ccccc1Cl)C(=O)COC(=O)c1cccs1 | 3.6% | x | -8.1%
